From PubChem BioAssay
EPAC2 ag = qHTS for Agonist of cAMP-regulated guanine nucleotide exchange factor 4 (EPAC2): primary screen; EPAC2 activation, biochemical qHTS; response scale: 100% = 6.5 mM cAMP response; Potency, µM (top dose mostly 154 µM), inactives show at the top dose activation, actives largely listed as activators; 360,000 compounds, 0.079% hits; note: potency is the fitted concentration of half-maximal effect; nearly all actives have a fitted effect of over 50% in size
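Compounds were titrated in qHTS against a Rap1B-BODIPY-GDP (250 nM) complex with EPAC2 (100 nM) and GDP (50 uM). BODIPY-GDP release tracked at 480/540 nm over 30 min at room temperature, normalized to 6.5 mM cAMP.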
aSyn rescue = qHTS of alpha-syn Inhibitors; Yeast expressing alpha-synuclein, growth rescue, BacTiter-Glo, 24 h; 370,000 compounds, 0.14% hits; Potency, µM (top dose mostly 46.1 µM), inactives show top-dose growth rescue (activation), actives largely listed as activators; note: potency is the fitted concentration of half-maximal effect; % of control where 0% means no effect; nearly all actives have a fitted effect of over 65% in size
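Screening used galactose-induced yeast with toxic alpha-synuclein levels, exposed to compound for 24 hr at 30 deg C. Cell growth, read with BacTiter-Glo luminescence, gave the measured signal.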
FUS suppressor = qHTS for Suppressors of FUS Proteinopathy: Primary screen using FUS-linked yeast assay; Potency, µM (doses to about 76.6 µM), for inactives: at the highest dose growth rescue (activation), actives largely listed as activators; 390,000 compounds, 0.24% hits; S. cerevisiae FUS-expressing, growth rescue, OD600, 24 h;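 note: potency is the fitted concentration of half-maximal effect; plate controls were DMSO vehicle for no effect and reference control for full effect; nearly all actives have a fitted effect of over 55% in size; some results filed as inactive show a strong effect at the top dose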
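Cultures pregrown in 2.5% raffinose medium are shifted to minimal medium containing 2% galactose to express toxic FUS. Compounds are tested at several concentrations. After 24hr at 30C, growth is quantified at 600 nm absorbance.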
D3 ag = qHTS of D3 Dopamine Receptor Agonist: qHTS. 410,000 compounds, 0.58% hits. max activation, %. AID 652048, 2013. D3R DiscoveRx beta-arrestin cells, luminescence, 90 min; in the data active = max activation above about 30%; note: 0% is about no effect; mostly tested at two doses, the higher about 12 µM
Target sequence (P35462 whole entry, looked up): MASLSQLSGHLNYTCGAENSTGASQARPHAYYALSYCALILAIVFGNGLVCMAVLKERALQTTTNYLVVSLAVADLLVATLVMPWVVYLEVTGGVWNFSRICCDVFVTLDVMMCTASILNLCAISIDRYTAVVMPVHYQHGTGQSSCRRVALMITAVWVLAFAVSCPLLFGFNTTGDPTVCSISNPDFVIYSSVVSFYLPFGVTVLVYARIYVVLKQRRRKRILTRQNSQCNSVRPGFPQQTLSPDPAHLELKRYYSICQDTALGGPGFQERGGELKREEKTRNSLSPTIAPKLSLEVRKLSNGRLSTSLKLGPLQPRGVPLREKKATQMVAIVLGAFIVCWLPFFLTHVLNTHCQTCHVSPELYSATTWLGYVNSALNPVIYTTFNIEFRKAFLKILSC
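Agonist-mode cell screen: cells plated at 1500/well and incubated overnight at 37 °C, then exposed to library compounds for 90 min at 37 °C. Detection reagent was added for 30–60 min at room temperature, and luminescence was read.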
TDP43 rescue = qHTS of TDP-43 Inhibitors; TDP-43 expressing yeast growth rescue, BacTiter-Glo, 24 h; Potency, µM (top dose mostly 46.1 µM), without a hit: at the highest dose growth rescue (activation), most hits filed as activators; 410,000 compounds, 1.8% hits; note: potency is the fitted concentration of half-maximal effect; % of control where 0% means no effect; nearly all actives have a fitted effect of over 50% in size
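Readout is BacTiter-Glo luminescence of cell growth, so inhibitors register as activators. TDP-43-expressing yeast at OD600=0.02 in galactose medium, after raffinose pregrowth to mid-log, were incubated with compound for 24 hr at 30 deg C.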
D3 antag = qHTS of D3 Dopamine Receptor Antagonist: qHTS; 360,000 compounds, 2.5% hits; D(3) dopamine receptor (Homo sapiens), P35462; max response, negative = inhibition, %; D3R cells, DiscoveRx beta-arrestin luminescence, antagonist mode; active compounds read low; in the data active = max response below about -50%; inconclusive = no clear call, values can overlap the other calls; note: % is set by controls: 0 for no effect and ±100 for the full control effect; mostly tested at two doses, the higher about 12 µM
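Cells plated overnight at 1500 cells/well, then exposed to library compounds with dopamine controls for 90 minutes at 37 degrees C. DiscoveRx reagent added for 30–60 minutes at room temperature; luminescence read, quantitative HTS format.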
EPAC2 antag = qHTS for Antagonist of cAMP-regulated guanine nucleotide exchange factor 2 (EPAC2): primary screen | Rap guanine nucleotide exchange factor 4 (Homo sapiens), Q8WZA2 | 360,000 compounds, 0.18% hits | Potency, µM (doses to about 114 µM), without a hit: top-dose activity, negative = inhibition, actives largely listed as inhibitors | EPAC2 GEF exchange of Rap1B-BODIPY-GDP, fluorescence; note: potency is the fitted concentration of half-maximal effect; % is set by controls: 0 for no effect and ±100 for the full control effect; nearly all actives have a fitted effect of over 45% in size; many of its hits are not listed in these tables
Abeta yeast res = qHTS for compounds that reverse cellular toxicity of Amyloid beta (A-beta) peptide in yeast: Primary Screen. yeast expressing A-beta42, growth rescue, OD600, 48 h; response scale: 0% DMSO, 100% iron-clioquinol control. Potency, µM (doses to about 46.1 µM), without a hit: at the top dose growth rescue, usual class: activators. 410,000 compounds, 0.063% hits; note: potency is the fitted concentration of half-maximal effect; nearly all actives have a fitted effect of over 55% in size
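Growth rescue measured by 600 nm absorbance after 48 h yeast culture at 30 C with compound. Values normalized between DMSO and an equimolar ferric chloride plus clioquinol control.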
* hit, by the source's call; ? = inconclusive; · = no result given; & = joins results of further samples; [ ] = remark or other dose. Unless noted, calls come from the whole dose curve; as a rule, active = well fitted curve in the direction sought with a large enough effect; inconclusive = small, poorly fitted or top-dose-only effect, or another doubt; inactive = no such curve, though single readings can be large; an effect the other way counts as inactive or inconclusive. Not all compounds are listed; rates above refer to the full screens.

Abbreviations: A = EPAC2 ag; B = aSyn rescue; C = FUS suppressor; D = D3 ag; E = TDP43 rescue; F = D3 antag; G = EPAC2 antag; H = Abeta yeast res
SMILES: Cc1ccc2cc(CN(C(=O)c3ccncc3)C(C)C)c(=O)[nH]c2c1
  A: 26%; B: 0%; C: 42%; D: -2; E: -4%; F: 12; G: 0%[57.1 µM]; H: 6%
SMILES: O=C(CN(c1cc(Cl)ccc1Cl)S(=O)(=O)c1ccccc1)N1CCOCC1
  A: -1%; B: 12%; C: ·; D: 2; E: 0%; F: 5; G: 8%; H: 6%
SMILES: COc1ccc(CNC(=O)C2CCC(CNS(=O)(=O)c3cccs3)CC2)cc1 (stereo unspecified)
  A: 4%; B: 10%; C: -18%&2%; D: 6&1; E: -4%&18%; F: 5; G: 5%; H: -5%&-14%
SMILES: Cc1cccc(NC(=O)CCC(=O)Nc2nnc(C3CCCCC3)s2)c1
  A: 4%; B: -8%; C: 21%; D: -4; E: 11%; F: 2; G: -12%; H: -4%
SMILES: CCn1c2ccccc2c2cnc(N=CN(C)C)c(C#N)c21
  A: -6%; B: 4%; C: -21%; D: 1; E: 0%; F: -5; G: -8%; H: -21%
SMILES: C=CCNC(=O)[C@H]1N2C(=O)c3ccccc3C2SC1(C)C (stereo partly specified)
  A: 9%; B: -9%; C: -1%; D: 5; E: -11%; F: 8; G: 2%; H: -5%
SMILES: CCOC(=O)c1ccc(CSc2nnc(C)n2N)o1
  A: -7%; B: 0%; C: -8%; D: -4; E: 12%; F: 48; G: 8%; H: 10%
SMILES: COc1ccc(Cl)cc1-c1nc(SCC(=O)NCCN2C(=O)CSC2=O)n[nH]1
  A: -3%; B: 0%; C: -16%; D: -1; E: 3%; F: -7; G: 0%; H: 16%
SMILES: O=C(CCC(F)(F)F)N1CCCC(N2CCN(c3cccc(Cl)c3)CC2)C1 (stereo unspecified)
  A: 6%; B: 4%; C: 15%; D: -6; E: 18%; F: 7; G: -13%; H: 3%
SMILES: COc1cccc(CN(C)CC(=O)Nc2c(C)cccc2C(C)C)c1
  A: -2%; B: 3%; C: -4%; D: 3; E: 19%; F: 4; G: ?; H: -2%
SMILES: Cc1ccc(C)c(N2CCN(C(=O)c3ccc(Nc4nc5ccccc5n5nnnc45)cc3)CC2)c1
  A: ·; B: ·; C: -15%; D: -5; E: 20%; F: ·; G: ·; H: -15%
SMILES: COc1ccc(S(=O)(=O)N2CCCC2)cc1C(=O)N1CCOCC1
  A: 2%; B: -2%; C: -23%; D: 6; E: -11%; F: -8; G: 10%; H: -4%
SMILES: O=C(NC1CCCC1)[C@@H]1CSC2c3ccccc3C(=O)N21 (stereo partly specified)
  A: 3%; B: -3%; C: 21%; D: 9; E: -6%; F: -2; G: 4%; H: 6%
SMILES: O=C(/C=C/c1cccc(F)c1)NCc1ccc2c(c1)OCO2
  A: -1%; B: 11%; C: 2%; D: -1; E: 22%; F: 9; G: 0%; H: -2%
SMILES: CC(C)NS(=O)(=O)c1ccc(OCC(=O)Nc2cccc3ccccc23)cc1
  A: -1%; B: -3%; C: 2%; D: -22; E: -13%; F: ?; G: -2%; H: -1%
SMILES: CCCc1n[nH]c(=S)n1Cc1ccco1
  A: 7%; B: -3%; C: -17%; D: 3; E: 2%; F: -13; G: -3%; H: -4%
SMILES: Cc1cnc(C(=O)Nc2ccc(N3CCCCC3)cc2)cn1
  A: 2%; B: -5%; C: 17%; D: -9; E: -13%[0.397 µM]; F: -28; G: -7%; H: 4%
SMILES: C=CC[C@]12C=C(OC)C(=O)C(OC)=C1O[C@@H](c1ccc3c(c1)OCO3)[C@H]2C
  A: -1%; B: 0%; C: -8%; D: -21; E: 5%; F: 6; G: -2%; H: -12%
SMILES: CC1(C)CC(=O)C2=C(C1)N1C(=C(C#N)C2c2ccccc2Cl)N=C(N)c2ccccc21 (stereo unspecified)
  A: 11%; B: 2%; C: ?; D: -2; E: 5%; F: 10; G: -9%; H: -11%
SMILES: Nc1ncnc(Nc2ccccn2)c1[N+](=O)[O-]
  A: 3%; B: 15%; C: 29%; D: 0; E: 5%; F: -13; G: -11%; H: -10%
SMILES: O=C(NCCc1cccs1)C12CN(Cc3ccccc3)CC1C(c1cccc([N+](=O)[O-])c1)=NO2 (stereo unspecified)
  A: -2%; B: 11%; C: 3%; D: -28; E: 5%; F: 14; G: 5%; H: 7%
SMILES: COc1cc(C(=S)N2CCCC2)ccc1O
  A: 2%; B: -28%; C: 6%; D: 16; E: -1%; F: 21; G: 9%; H: 17%
SMILES: NS(=O)(=O)c1ccc(NC(=O)COC(=O)c2cn(-c3ccccc3)nc2-c2ccccc2)cc1
  A: 1%; B: 1%; C: 0%; D: -8; E: -20%; F: -5; G: -16%; H: 10%
SMILES: O=C(CCCN=C1NS(=O)(=O)c2ccccc21)OCC(=O)c1ccccc1Cl
  A: 8%; B: -7%; C: -1%; D: 0; E: -22%; F: 5; G: -1%; H: 8%
SMILES: Cn1c(SCC(=O)Nc2cccc(S(=O)(=O)N3CCOCC3)c2)nnc1-c1ccncc1
  A: 14%; B: 0%; C: 25%; D: -2; E: -14%; F: -11; G: -6%; H: -18%

Just TDP43 rescue, aSyn rescue and D3 antag, for some of the entries so far:
smiles | TDP43 rescue | aSyn rescue | D3 antag
COc1cc(C(=S)N2CCCC2)ccc1O | -1% | -28% | 21
NS(=O)(=O)c1ccc(NC(=O)COC(=O)c2cn(-c3ccccc3)nc2-c2ccccc2)cc1 | -20% | 1% | -5
O=C(CCCN=C1NS(=O)(=O)c2ccccc21)OCC(=O)c1ccccc1Cl | -22% | -7% | 5

Following part:
Abbreviations: A = EPAC2 ag; B = aSyn rescue; C = FUS suppressor; D = D3 ag; E = TDP43 rescue; F = D3 antag; G = EPAC2 antag; H = Abeta yeast res
SMILES: Cc1ccsc1C(=O)OCC(=O)NCc1ccc2c(c1)OCO2
  A: 10%; B: 0%; C: 6%; D: -3; E: 0%; F: 21; G: -1%; H: 9%
SMILES: OCC1N=C(c2ccccn2)OC1c1ccccc1 (stereo unspecified)
  A: 7%; B: -1%; C: -27%; D: 0; E: -18%; F: 5; G: 2%; H: 7%
SMILES: COc1cccc(C2OC(=O)c3ccccc3N2C(C)=O)c1OC(C)=O (stereo unspecified)
  A: 6%; B: 4%; C: 13%; D: 1; E: 29%; F: -14; G: -3%; H: -23%
SMILES: O=C(c1ccco1)N1CCCN(Cc2cn[nH]c2-c2ccc(-c3ccccc3)cc2)CC1
  A: 12%; B: -2%; C: 15%; D: 8; E: 5%; F: 11; G: 0%; H: -3%
SMILES: O=C(N/N=C/c1ccc(O)c(O)c1)C1CC1
  A: 7%; B: -7%; C: -7%; D: 5; E: 10%; F: -4; G: -7%; H: -2%
SMILES: Cc1ccsc1C(=O)OCC(=O)N(C)c1c(N)n(Cc2ccccc2)c(=O)[nH]c1=O
  A: -3%; B: -9%; C: ·; D: 3; E: 9%; F: 8; G: 16%; H: 8%
SMILES: CN(N)c1nc(-c2ccccc2)nnc1C(F)(F)F
  A: -6%; B: -6%; C: -28%; D: 1; E: 27%; F: -2; G: -2%; H: 23%
SMILES: COc1cccc(NC(=O)CC2SC(=Nc3ccccc3)NC2=O)c1 (stereo unspecified)
  A: 2%; B: 8%; C: ·; D: 3; E: 0%; F: -27; G: 2%; H: 0%
SMILES: CCN1C(=O)/C(=C\N2CCOCC2)SC1=S
  A: 0%; B: -9%; C: 7%; D: -6; E: -2%; F: 5; G: 8%; H: -16%
SMILES: CCOC(=O)C1CCCN(C(=O)c2cn(C)c(=O)c3cc(OC)c(OC)cc23)C1 (stereo unspecified)
  A: -8%; B: -2%; C: -28%; D: 4; E: -6%; F: -2; G: 6%; H: -16%
SMILES: CC(C)OC(=O)CCCNc1ccc([N+](=O)[O-])cc1[N+](=O)[O-]
  A: 3%; B: 11%; C: ·; D: 2; E: ?; F: 5; G: -1%; H: 1%
SMILES: CC(=O)c1ccc(N2C(=NC(=O)C(C)C)SC3CS(=O)(=O)CC32)cc1 (stereo unspecified)
  A: -1%; B: -4%; C: 22%; D: 2; E: -10%; F: 4; G: 8%; H: -9%
SMILES: COCC(=O)N(CCc1ccc(OC)c(OC)c1)Cc1nc2ccccc2c(=O)[nH]1
  A: 6%; B: 0%; C: 3%; D: 0; E: -13%; F: -24; G: -3%; H: -1%
SMILES: CCOc1ccc(CCNC(=O)Cc2ccc(NC3=NC4CS(=O)(=O)CC4S3)cc2)cc1 (stereo unspecified)
  A: 10%; B: -4%; C: 2%; D: 3; E: 4%; F: -14; G: 17%; H: -5%
SMILES: O=C(Cc1ccccc1)NN=Cc1ccccc1
  A: 0%; B: -4%; C: ·; D: -7; E: 28%; F: 1; G: 9%; H: 0%
SMILES: CCCCN(C(=O)CCC(=O)Nc1cc(C)on1)C(C(=O)NC1CCCC1)c1ccc(OC)cc1 (stereo unspecified)
  A: -2%; B: -9%; C: 10%; D: 3; E: 0%; F: 6; G: 1%; H: -7%
SMILES: O=C(Oc1ccc2c(=O)c(Oc3ccc4ccccc4c3)coc2c1)c1ccco1
  A: 9%; B: -6%; C: 20%; D: -2; E: 14%; F: -29; G: -5%; H: 14%
SMILES: CCOc1ccc(NC(=O)C(C)Sc2nccn2C)cc1 (stereo unspecified)
  A: 7%; B: 2%; C: 3%; D: 2; E: 3%; F: -9; G: -8%; H: 20%
SMILES: O=C(CSc1nc2c([nH]c3ccccc32)c(=O)n1-c1ccccc1)Nc1ccc2c(c1)OCO2
  A: ·; B: ·; C: 24%; D: -10; E: 23%; F: ·; G: ·; H: -1%
SMILES: Cc1ccccc1-c1nc(SCC(=O)NCc2ccco2)c2c(=O)n(C)c(=O)n(C)c2n1
  A: ·; B: ·; C: 6%; D: -21; E: 25%; F: ·; G: ·; H: -11%
SMILES: Cc1ccc(C(=O)c2c3ccccc3[n+]([O-])n2CCC(=O)O)cc1
  A: 1%; B: 6%; C: -10%; D: -22; E: 3%; F: ?; G: 6%; H: 9%

Copied from the list:
`O=C(Oc1ccc2c(=O)c(Oc3ccc4ccccc4c3)coc2c1)c1ccco1` – FUS suppressor: 20%
`COCC(=O)N(CCc1ccc(OC)c(OC)c1)Cc1nc2ccccc2c(=O)[nH]1` – EPAC2 ag: 6%
